USP2a inh: USP2a (human) protease inhibition; O75604; USP2 core, Ub-CHOP2 coupled fluorogenic reporter, 485/531; Potency, µM (titrated, usually from 38.3 µM), without a hit: top-dose activity change, negative = inhibition, most hits filed as inhibitors; 0.01% of 330,000 active; AID 463254;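 note: potency is the fitted concentration of half-maximal effect; plate controls were DMSO wells for no effect and full inhibition by NEM control for full effect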
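Cell-free coupled assay: 10nM USP2 core preincubated 30min RT with compound in Tris-HCl pH 8.0/CaCl2/CHAPS buffer, then 25nM Ub-CHOP2 and 25nM reporter substrate; fluorescence (Ex 485/Em 531) read after 60min RT, normalized to NEM inhibition, concentration-response curves fitted.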
KCNH2 3.1 block: blocks the human KCNH2 3.1 channel isoform; 0.95% of 340,000 active; activity change, % (tested at about 1.8 µM); AID 720553; U2OS KCNH2 3.1, thallium flux FluxOr; hits give low values;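 active = maximum activity change below -70%; inconclusive = maximum activity change from -70% to -50%; inactive = maximum activity change above -50%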;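 note: thallium influx rate constant from kinetic fluorescence after stimulation buffer; % is set by controls: 0 for no effect and ±100 for the full control effect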
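U2OS cells transduced with KCNH2 3.1 mutant virus (1.77 x 10^8 /mL, 4 h), plated overnight at 37 C, loaded 45 min with FluxOr dye plus Red40 quencher. Thallium flux rate constant from kinetic reads after stimulation buffer, normalised to controls.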
TRPV1 agonist: activates the human vanilloid receptor TRPV1; Q8NER1; TRPV1-expressing cells, Fluo-8 calcium influx, agonist mode; AID 540275; 0.19% of 320,000 active; activation, % at 8.33 µM; in the data active = activation above about 80%; inconclusive = between about 30% and that limit; note: 0% is about no effect
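TRPV1-expressing cells were cultured overnight at 35.5C and loaded with Fluo-8 calcium dye for 40 to 90 min at room temperature. After a 10 s baseline, compound was added and calcium influx was read kinetically for 3 min (ex 480/em 520 nm).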
hERG WT inh: blocks the wildtype human KCNH2 potassium channel | U2OS, BacMam KCNH2, thallium flux FluxOr; hits give low values | AID 720551 | 0.37% of 340,000 active | activity change, % at 1.84 µM | Q12809;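 active = maximum activity change below -70%; inconclusive = maximum activity change between -70% and -50%; inactive = maximum activity change above -50%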; note: % is set by controls: 0 for no effect and ±100 for the full control effect
Target sequence (Q12809 whole entry, looked up): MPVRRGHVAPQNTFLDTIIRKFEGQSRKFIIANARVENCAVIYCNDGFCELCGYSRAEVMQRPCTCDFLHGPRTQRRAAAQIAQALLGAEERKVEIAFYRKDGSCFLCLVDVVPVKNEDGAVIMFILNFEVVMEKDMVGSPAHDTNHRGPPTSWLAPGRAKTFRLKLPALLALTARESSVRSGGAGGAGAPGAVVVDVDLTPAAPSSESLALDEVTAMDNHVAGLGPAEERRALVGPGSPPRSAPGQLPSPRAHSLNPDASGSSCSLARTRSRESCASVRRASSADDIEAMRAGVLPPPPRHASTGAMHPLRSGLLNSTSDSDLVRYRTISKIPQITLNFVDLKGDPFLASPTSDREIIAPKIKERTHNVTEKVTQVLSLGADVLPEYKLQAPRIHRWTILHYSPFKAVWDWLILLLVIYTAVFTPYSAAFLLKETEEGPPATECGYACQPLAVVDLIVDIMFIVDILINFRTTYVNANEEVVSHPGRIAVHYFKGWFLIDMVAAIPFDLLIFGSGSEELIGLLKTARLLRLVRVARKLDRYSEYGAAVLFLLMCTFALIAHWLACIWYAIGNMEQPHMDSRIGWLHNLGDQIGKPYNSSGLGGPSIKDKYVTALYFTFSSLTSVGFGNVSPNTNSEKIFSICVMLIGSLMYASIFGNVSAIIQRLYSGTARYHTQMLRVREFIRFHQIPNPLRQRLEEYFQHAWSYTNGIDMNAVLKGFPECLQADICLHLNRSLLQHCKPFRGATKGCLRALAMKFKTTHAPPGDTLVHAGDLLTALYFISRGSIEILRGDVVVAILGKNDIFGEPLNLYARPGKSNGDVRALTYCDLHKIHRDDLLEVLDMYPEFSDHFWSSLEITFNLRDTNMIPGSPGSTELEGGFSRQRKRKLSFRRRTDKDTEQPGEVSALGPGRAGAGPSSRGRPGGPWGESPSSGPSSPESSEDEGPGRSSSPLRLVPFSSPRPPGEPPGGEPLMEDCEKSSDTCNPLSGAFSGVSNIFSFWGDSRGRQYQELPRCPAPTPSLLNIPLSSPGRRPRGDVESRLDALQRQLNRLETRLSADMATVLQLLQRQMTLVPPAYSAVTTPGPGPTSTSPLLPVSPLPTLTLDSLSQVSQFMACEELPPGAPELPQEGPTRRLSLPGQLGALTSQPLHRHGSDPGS
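U2OS cells transduced with wild-type KCNH2 virus are loaded with FluxOr dye for 45 min, and thallium flux is measured in kinetic reads before and after stimulation buffer. Rate constants are normalized to DMSO controls.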
Mito fusion act: inhibitors of mitochondrial division or activators of mitochondrial fusion. S. cerevisiae fusion-defective mutant growth rescue, CellTiterGlo 48 h. Potency, µM (titrated, usually from 46.1 µM), without a hit: at the top dose growth rescue (activation), hits mostly activators. 0.23% of 320,000 active;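 note: potency is the fitted concentration of half-maximal effect; % of control where 0% means no effect; nearly all actives have a fitted effect of over 45% in size; temperature-sensitive fusion mutants such as fzo1-1 at 37 °C on non-fermentable ethanol glycerol medium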
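Yeast fusion mutant, YPEG (non-fermentable carbon), compound, 48 h at 37C non-permissive; CellTiterGlo added, 10 min RT, luminescence read. Rescued growth = division inhibition.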
TCR activator: activates T cell receptor signaling; primary human leukocytes, anti-CD3, IL-2 HTRF, 48 h; Potency, µM (titrated, usually from 9.22 µM), for inactives: at the top dose activation of IL-2 secretion, usual class: activators; 330,000 tested, under 10 active; AID 504894; note: % of control where 0% means no effect
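Readout: HTRF IL-2, Eu-cryptate/d2 antibody pair, 320nm excitation, 665nm emission. Stimulus: a-CD3 beads, no co-stimulation. Cells: primary human leukocytes. Exposure: 48 hr with compound.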
Eya2 inh: blocks the phosphatase activity of human Eya2 | recombinant Eya2, OMFP fluorescence dephosphorylation (OMFP is methylfluorescein phosphate) | Potency, µM (highest dose often 76.9 µM), for inactives: at the top dose activity, negative = inhibition, hits mostly inhibitors | 0.006% of 330,000 active | AID 488837; note: potency is the fitted concentration of half-maximal effect; % is set by controls: 0 for no effect and ±100 for the full control effect
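Eya2 protein (added as 0.2 uM solution) was preincubated with compound for 10 min at ambient temperature in 50 mM HEPES pH 7.5, 50 mM NaCl, 5 uM MgCl2, 0.05% BSA, 1 mM DTT. OMFP (added at 50 uM) then reacted 10 min; fluorescence read at 485/525 nm.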
ELG1 repair inh: inhibitors of ELG1-dependent DNA repair in HEK293T cells; 2.3% of 330,000 active; HEK293T ELG1-luciferase reporter, luminescence, 16 h; DNA damage induced by 5-fluorouridine; Potency, µM (top dose mostly 46.1 µM), without a hit: at the highest dose activity change, negative = inhibition, most hits filed as inhibitors; note: potency is the fitted concentration of half-maximal effect; % is set by controls: 0 for no effect and ±100 for the full control effect; nearly all actives have a fitted effect of over 55% in size
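5-Fluorouridine DNA damage + compound/DMSO, 2,000 cells/well, 16 h, 37 °C/5% CO2. ONE-Glo, 30 min RT, luminescence. Readout = decrease in reporter signal.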
TSHR antag: human thyrotropin receptor antagonism | activity change, negative = inhibition, % at 11.5 µM | AID 504810 | P16473 | 0.2% of 330,000 active | TSHR-expressing cells, TSH-stimulated cAMP HTRF, 2 h; hits give low values;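 active = activity change below a set negative limit, meaning inhibition stronger than a set level, cut at about -70% in these data; inconclusive = activity change between two set negative limits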; note: % is set by controls: 0 for no effect and ±100 for the full control effect
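TSHR-expressing cells were treated with compounds, then stimulated with TSH at EC80 (4nM final) for 2 hours at 37 deg C. Cellular cAMP was measured by HTRF competition between lysate cAMP and cAMP-d2 for a cryptate-labelled anti-cAMP antibody.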
A-T KAP1 phos: candidate therapy for ataxia-telangiectasia. AID 485349. Potency, µM (series often up to 57.5 µM), inactives show top-dose activation, most hits filed as activators. 0.19% of 320,000 active. […] A-T fibroblasts, KAP-1 phosphorylation AlphaLISA; neocarzinostatin DNA damage 30 min before lysis; note: potency is the fitted concentration of half-maximal effect; % of control where 0% means no effect; nearly all actives have a fitted effect of over 45% in size
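ATM-like activity read as KAP-1 phosphorylation via AlphaLISA donor/acceptor antibody pairs after lysis and 6 hr at 25C. Cells were ATM-null patient fibroblasts ([…], hTERT), dosed 60 min, then exposed to the DSB inducer NCS for 30 min.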
Starred values were filed as active, the others as inactive; ? = inconclusive; · = no result given; [ ] = another dose, or the depositor's remark. Unless noted, calls come from the whole dose curve; as a rule, active = well fitted curve in the direction sought with a large enough effect; inconclusive = small, poorly fitted or top-dose-only effect, or another doubt; inactive = no such curve, though single readings can be large; an effect the other way counts as inactive or inconclusive. An excerpt (hit frequency here may not be typical).

SMILES | USP2a inh | KCNH2 3.1 block | TRPV1 agonist | hERG WT inh | Mito fusion act | TCR activator | Eya2 inh | ELG1 repair inh | TSHR antag | A-T KAP1 phos
CC(C)Oc1ccc(C2c3c(oc4ccccc4c3=O)C(=O)N2CCCN2CCOCC2)cc1 (stereo not drawn) | 0% | 3 | 1 | 10 | -2% | · | 5% | 0% | 7 | 1%
COc1ccc(CNc2nc(-c3cccnc3)nn2C(C)=O)cc1 | -1% | -2 | 5 | 1 | -5% | 4% | 7% | -8% | 4 | 3%
COc1ccccc1N(CC(=O)NC1CCCC1)C(=O)CCC(=O)Nc1cc(C)on1 | 2% | 6 | 0 | 11 | 0% | -4% | 0% | 2% | -1 | -6%
CCOc1ccc(NS(=O)(=O)c2ccc(NC(C)=O)c(OC)c2)cc1 | -2% | 6 | -3 | -9 | -2% | 2% | -8% | 2% | -6 | ·
C/C(=N\OC(=O)c1ccccc1)c1cc(-c2ccc(Cl)cc2)no1 | -1% | -12 | · | 1 | -2% | -2% | 7% | ? | 10 | -1%
Cc1ccc(-c2ccc(SCC(=O)c3ccccc3)nn2)cc1 | 3% | 1 | ? | -6 | -2% | 6%[46.1 µM] | -17% | ? | -12 | 17%
S=C(Cc1ccccc1)NCCc1ccccc1 | 0% | 12 | ? | -10 | -11% | -3% | 10% | 1% | -11 | 11%
COc1ccc(-c2cc(C(=O)Nc3cnn(Cc4ccccc4C)c3)no2)cc1OC | -4% | -14 | 0 | -248* | -3% | 16% | -10% | 11% | 11 | 0%
Cc1nc(-c2ccc(F)cc2)c(CC(=O)Nc2cccc(S(=O)(=O)N3CCOCC3)c2)s1 | -1% | -5 | 2 | -2 | 3% | 1% | 14% | -9% | -7 | 1%
O=C(NCC(=O)N(Cc1ccco1)C(C(=O)NC1CCCC1)c1cccnc1)c1cccs1 (stereo not drawn) | 1% | 10 | 0 | 1 | 1% | 0% | 2% | 0% | 0 | 5%
O=C(CN(Cc1ccccc1)C(=O)CCC(=O)Nc1nccs1)NCc1ccccc1 | 0% | 11 | 0 | -21 | 1% | -6% | 4% | -3% | -22 | 2%
CN(C)CCN(Cc1cc2cc3c(cc2[nH]c1=O)OCO3)C(=S)NCC1CCCO1 (stereo not drawn) | 1% | -4 | 4 | 5 | 7% | -4% | -9% | ? | 8 | 4%
CCOc1ccccc1N(C)C(=O)c1cc2c(=O)n(CC)c3ccccc3c2s1 | 3% | 1 | ? | 9 | ? | 0% | -4% | ? | -3 | 19%
CCc1ccc2[nH]c(=O)c(CN(CCCN3CCOCC3)C(=O)Nc3cccc(Cl)c3)cc2c1 | -2% | -4 | 8 | 11 | -5% | -2% | 4% | -17% | 34 | 0%
C#CCOCCOCCOCCNc1nc(N2CCN(C(=O)[C@H](CC(N)=O)n3cc([C@@H](N)CC(N)=O)nn3)CC2)nc(N2CCN(C(=O)[C@H](CC(N)=O)n3cc([C@@H](N)CC(N)=O)nn3)CC2)n1 | 3% | -1 | · | -4 | · | 0% | 3% | ? | 51 | 9%
Cc1[nH]n(-c2ccccc2)c(=O)c1-c1cccc(Cl)c1 | -11% | -8 | -5 | 9 | 0% | 1% | 5% | -3% | 25 | 9%
O=C(CN1CCCCC1)NNc1nc(-c2ccccc2)c2cc(Br)ccc2n1 | 1% | 7 | 1 | 1 | -5% | 0% | -5% | ? | -1 | 3%
CCOCCCNC(=O)C(NC(=O)Cc1cccs1)c1ccc(Cl)cc1 (stereo not drawn) | -5% | 5 | 0 | -2 | -14% | 0% | 18% | 2% | 0 | 3%
Cc1ccc(S(=O)(=O)Nc2cccc(C(=O)NCc3cccnc3)c2)cc1F | -2% | -5 | -1 | 6 | -2% | -4% | -10% | -21% | 4 | -6%
CN(Cc1ccccc1)S(=O)(=O)c1ccc(S(=O)(=O)N(Cc2ccc(F)cc2)C2CCCC2)cc1 | 6% | 5 | 2 | 12 | 4% | 1% | -2% | ? | 6 | 7%
O=C1C2C(C(=O)N1CCN1CCN(Cc3ccc([N+](=O)[O-])cc3)CC1)[C@H]1C=C[C@@H]2C1 (stereo partly drawn) | 0% | 14 | -3 | 2 | -3% | 6% | -17% | 16µM* | 6 | 31%
O=C1CC(SCc2nc3ccccc3[nH]2)C(=O)N1c1cccc(Cl)c1 (stereo not drawn) | 0% | 1 | 4 | -4 | -7% | -1% | 20% | 3% | -6 | -2%
COc1ccc(Cl)cc1NC(=O)CN(C)C(=O)c1cccc2cccnc12 | 4% | 24 | · | 2 | · | · | 9% | -14% | · | 15%
CN(CC(=O)Nc1ccccc1Cl)C(=O)COC(=O)c1ccccc1[N+](=O)[O-] | 1% | -2 | 11 | -11 | 3% | -3% | -7% | ? | 3 | -3%
COc1ccc(Nc2nc(-c3c[nH]c4ccccc34)cs2)cc1 | 1% | 4 | 2 | -5 | 10% | -1%[46.1 µM] | -2% | ? | -3 | 26%
Additional structures follow:
SMILES | USP2a inh | KCNH2 3.1 block | TRPV1 agonist | hERG WT inh | Mito fusion act | TCR activator | Eya2 inh | ELG1 repair inh | TSHR antag | A-T KAP1 phos
CCOCCCNC(=S)NC1CC2CCC(C1)N2Cc1ccccc1 (stereo not drawn) | -1% | 1 | -1 | 8 | -9% | -8% | -3% | -11% | 3 | 3%
CSc1ncccc1C(=O)OCC(=O)NC1CCS(=O)(=O)C1 (stereo not drawn) | -4% | 1 | 1 | 0 | -5% | -7% | 4% | 5% | 7 | 2%
CCCNC(=O)c1cc(Cl)c(NC(=O)C2=CSCCO2)cc1OC | -1% | 21 | 3 | 2 | 3% | -2% | -10% | ? | -4 | 5%
COc1cccc(C(C(=O)NC2CCCCC2)N(C(=O)CNC(=O)c2ccco2)c2cccnc2)c1 (stereo not drawn) | 2% | -5 | -3 | -5 | -2% | -9% | -6% | -5% | 4 | 4%
CC(C)(C)C(=O)Nc1ccc(S(=O)(=O)N2CCCC2)cc1 | -1% | 31 | 9 | -2 | -2% | -8% | -15% | -10% | 8 | 7%
COc1ccc(CNc2oc(COc3ccccc3Cl)nc2C#N)cc1 | 3% | -3 | 26 | -3 | 13% | 4% | 1% | -16% | -13 | 1%
O=C(NCc1ccncc1)c1ccc(N2CCCC2)c([N+](=O)[O-])c1 | 1% | -35 | 22 | -9 | 10% | -7% | 8% | 0% | -17 | -4%
Cc1ccc(S(=O)(=O)N(C)CCCC(=O)NC(C)(C)CO)cc1 | 0% | 6 | -2 | -3 | -2% | 15% | 8% | 1% | -2 | 14%
Cc1ccc(C23CCC(=O)N2C(C(=O)O)CS3)c(C)c1 (stereo not drawn) | 0% | -6 | -1 | 6 | 12% | -6% | 7% | -6% | 20 | -3%
CCOc1ccc2oc(C(=O)OCC(=O)N3CCCC(C)C3)c(C)c2c1 (stereo not drawn) | 4% | -3 | 22 | -10 | 9% | -23% | 8% | ? | 9 | 2%
CCOc1ccc(NC(=O)CCNS(=O)(=O)c2cccs2)cc1 | 0% | 6 | 2 | 8 | -1% | 7% | -24% | 30% | 5 | 13%
CN(C)C(CNC1CC(C)(C)NC(C)(C)C1)c1cccc(F)c1 (stereo not drawn) | 0% | 6 | -3 | 17 | 0% | 1% | 5% | ? | 3 | -3%
CCOC(=O)[C@@H]1[C@H]2COc3ccccc3[C@H]2N2C(=O)N(c3cccc(Cl)c3)C(=O)[C@@]12C | 0% | -32 | 6 | -15 | 9% | 1% | 4% | ? | 5 | -10%
Cc1cccc(OCC(=O)Nc2ccc3c4c(cccc24)CC3)c1C | 2% | 32 | 1 | -4 | -1% | 5%[46.1 µM] | 1% | ? | 10 | 1%
CCOc1ccc(NC(=O)NC2CCCCCCC2)cc1 | -1% | -2 | ? | -4 | -3% | 0% | -11% | ? | -9 | 1%
CCOc1ccccc1N(C(=O)Nc1ccc(Cl)cc1)C1=NC(C)CS1 (stereo not drawn) | 4% | 6 | 1 | 3 | -3% | -2%[46.1 µM] | 8% | 14% | -20 | 10%
CCC(CC)C(=O)Nc1cc(C(=O)OC)ccc1C(=O)OC | -1% | -13 | ? | -1 | ? | 6%[46.1 µM] | 9% | -1% | -14 | -1%
CC(C)C12CN3CC(C(C)C)(CN(C1)C31C(=O)Nc3ccccc31)C2=O (stereo not drawn) | 1% | -3 | 11 | 12 | 0% | 3% | 14% | -1% | 25 | 0%

An excerpt of these results, with tabs.
compound	USP2a inh	KCNH2 3.1 block	TRPV1 agonist	hERG WT inh	Mito fusion act	TCR activator	Eya2 inh	ELG1 repair inh	TSHR antag	A-T KAP1 phos
CC(C)Oc1ccc(C2c3c(oc4ccccc4c3=O)C(=O)N2CCCN2CCOCC2)cc1 (stereo not drawn)	0%	3	1	10	-2%	·	5%	0%	7	1%
COc1ccc(CNc2nc(-c3cccnc3)nn2C(C)=O)cc1	-1%	-2	5	1	-5%	4%	7%	-8%	4	3%
COc1ccccc1N(CC(=O)NC1CCCC1)C(=O)CCC(=O)Nc1cc(C)on1	2%	6	0	11	0%	-4%	0%	2%	-1	-6%
